tuberculosis growth = growth inhibition of non-replicating M. tuberculosis (AID 488890). Mycobacterium tuberculosis non-replicating, growth inhibition; higher % means a stronger effect. 320,000 compounds, 0.39% hits. one-dose inhibition, % at 25 µM; IC50 in µM for titrated hits; in the data active = a potency from the dose series; inconclusive = inhibition mostly from about 82% at the one dose, without a potency; inactive = the rest, 99 in 100 with inhibition below about 76%;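 note: plate controls were DMSO cells for no effect and high antibiotic wells for full effect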
inhibitors of VEEV = inhibitors of VEEV TC-83 cytopathic effect, confirmation, Vero cells (AID 588727). inhibition, % at 20 µM; hits with a dose series show IC50 in µM. Vero cells, VEEV TC-83 cytopathic effect inhibition; higher % means a stronger effect. 350,000 compounds, 0.13% hits; in the data active = a potency from the dose series; inconclusive = inhibition mostly from about 14% at the one dose, without a potency; inactive = the rest, 99 in 100 with inhibition below about 12%; note: strong numbers were not always called active
H1N1 NS1A inhibition = NS1A inhibition, H1N1 influenza, cell based functional assay (AID 504329); NS1A functional cell-based assay, percent inhibition; higher % means a stronger effect; inhibition, % at 12.5 µM, or IC50 in µM where a hit was titrated; 340,000 compounds, 0.3% hits; in the data active = a potency from the dose series; inconclusive = inhibition above about 27% without an active follow-up result; note: strong numbers were not always called active
Salmonella PhoP GFP = PhoP regulon inhibitors, Salmonella typhi PhoP promoter GFP reporter, confirmatory (AID 1850) | 310,000 compounds, 0.33% hits | Salmonella Typhi PhoP-promoter GFP reporter, fluorescence, 4 h; higher % means a stronger effect | inhibition, % at 50 µM, or IC50 in µM where a hit was titrated; in the data active = a potency from the dose series; inconclusive = inhibition mostly from about 25% at the one dose, without a potency; inactive = the rest, 99 in 100 with inhibition below about 19%;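 note: 0% = induced wells with vehicle and 100% = uninduced wells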
H37Rv inhibition = M. tuberculosis growth inhibition, HTS (AID 449762) | M. tuberculosis H37Rv growth inhibition, 7H9 media; higher % means a stronger effect | inhibition, % at 25 µM; hits with a dose series show IC50 in µM | 330,000 compounds, 0.59% hits; in the data active = a potency from the dose series; inconclusive = inhibition above about 70% without an active follow-up result;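 note: bacterial growth assessed after seven days of incubation; strong numbers were not always called active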
inhibitors of VEEV 10K pilot screen = second read-out of inhibitors of VEEV, no call of its own (marks repeat the call); inhibition, %; measured here: 10K pilot screen inhibition
An asterisk follows results filed as active; i = inactive; ? = inconclusive; / = not tested or not shown.

SMILES	tuberculosis growth	inhibitors of VEEV	H1N1 NS1A inhibition	Salmonella PhoP GFP	H37Rv inhibition	others
Cc1ccn2c(CNCCCn3cccn3)c(C(=O)N3CCCCCC3)nc2c1	-11%	0.6%	1%	-8%	-1%
C=CCNC(=S)NNC(=O)c1ccc2c(c1)OCO2	-3%	1.9%	2%	9%	2%
CCCCCCn1c(C(C)O)nc2ccccc21 (configuration not stated)	0%	0.5%	-3%	1%	-3%
COc1ccc(C(=O)Nc2ccc3nc(C)sc3c2)cc1OC	2%	2.3%	-3%	-21%	4%
CC1Sc2ccc(S(=O)(=O)NCCc3ccc(Cl)cc3)cc2NC1=O (configuration not stated)	-4%	0.1%	-9%	2%	-2%
CCN(c1ccccc1)S(=O)(=O)c1ccc(C(=O)NCc2ccccn2)cc1	/	1.2%	-1%	/	/
CCOc1ccccc1NC(=S)N(CCCN1CCOCC1)Cc1cn(C)c2ccccc12	25%	i	11%	-4%	-8%
CCCCNC(=O)c1cn(CC)c2cc(N3CCN(C(=O)c4ccco4)CC3)c(F)cc2c1=O	14%	4.0%	8%	-5%	55%
O=C(CN1CCc2ccccc21)Nc1ccc2c(c1)OCO2	/	2.7%	0%	-11%	-10%
O=S(=O)(NCCNS(=O)(=O)c1cccs1)c1cccs1	-9%	4.1%	-2%	4%	-6%
CCc1ccc(NC(=O)N2CCC(c3ccccc3)C2)cc1 (configuration not stated)	6%	i	6%	3%	-3%
O=C(COC(=O)C1CC1)NCc1ccc(Cl)cc1Cl	41%	0.7%	-21%	/	14%
CCC1CCCCN1CCCNC(=O)c1ccc2c(c1)NC(=O)CN2C (configuration not stated)	5%	0.2%	0%	-10%	-6%
CCOc1ccccc1Oc1c(C)oc2cc(OC(=O)N3CCOCC3)ccc2c1=O	/	6.4%	7%	-21%	6%
COC(=O)C1=C[C@@H](C(=O)OC)[C@@H]2C3=C(C(=O)[C@]2(CC(C)C)NC(=O)c2ccccc2)[C@H](C)n2c(=O)n(-c4ccccc4)c(=O)n2[C@@H]3C1	10%	0.8%	3%	0%	1%
COc1ccc(-n2nnnc2SCC(=O)Nc2nnc(C)s2)cc1OC	-2%	1.8%	-9%	-6%	-3%
Cc1cn2c(nc1=O)OC1CC2OC1CO (configuration not stated)	-5%	i	-5%	3%	-5%
O=C(Nc1ccc(Br)cc1Br)C1CC(=O)N(Cc2ccccc2)C1 (configuration not stated)	4%	6.1%	9%	-5%	-1%
CCC(C)N(C(=O)Cn1nc(C)c([N+](=O)[O-])c1C)C1CCS(=O)(=O)C1 (configuration not stated)	11%	1.2%	-5%	6%	1%
CC1CCC(NC(=O)CN(C)S(=O)(=O)c2cccc3cccnc23)CC1 (configuration not stated)	4%	4.0%	-3%	5%	0%

The final 4 records of the section above are carried over, then new ones follow:
SMILES	tuberculosis growth	inhibitors of VEEV	H1N1 NS1A inhibition	Salmonella PhoP GFP	H37Rv inhibition	others
Cc1cn2c(nc1=O)OC1CC2OC1CO (configuration not stated)	-5%	i	-5%	3%	-5%
O=C(Nc1ccc(Br)cc1Br)C1CC(=O)N(Cc2ccccc2)C1 (configuration not stated)	4%	6.1%	9%	-5%	-1%
CCC(C)N(C(=O)Cn1nc(C)c([N+](=O)[O-])c1C)C1CCS(=O)(=O)C1 (configuration not stated)	11%	1.2%	-5%	6%	1%
CC1CCC(NC(=O)CN(C)S(=O)(=O)c2cccc3cccnc23)CC1 (configuration not stated)	4%	4.0%	-3%	5%	0%
OC(COCc1ccccc1)CN1CCCC1 (configuration not stated)	-24%	i	-16%	-12%	-3%
COC(=O)C1=C(c2ccc(OC(F)(F)F)cc2)C[C@@H]2CC[C@H]1N2C(=O)NCC1CC1	5%	0.1%	1%	/	-7%
CN(CC(=O)Nc1ccc(Cl)cc1)C(=O)CCc1nc2sc3c(c2c(=O)[nH]1)CCCC3	1%	7.3%	0%	-1%	11%
CCC(C)c1ccc(OCc2ccc(C(=O)OC)o2)cc1 (configuration not stated)	57%	0.3%	-6%	4%	-1%
Cc1ccc(C(=O)NC(C)c2ccc(-n3ccnc3)cc2)o1 (configuration not stated)	-4%	2.1%	-5%	-1%	1%
CCCC(=O)N(CCN1CCOCC1)c1nc2c(OC)ccc(C)c2s1	32%	1.9%	-3%	9%	2%
O=C(CN1CCN(c2cccc(C(F)(F)F)c2)CC1)N(C1CC1)C1CCS(=O)(=O)C1 (configuration not stated)	-4%	3.3%	-6%	/	-7%
CC(C)NC1(C(N)=O)CCN(Cc2ccccc2)CC1	/	i	-2%	/	/
CCOC(=O)Nc1cccc(NC(=O)c2cc(OC)cc(OC)c2)c1	27%	1.2%	28%	-5%	7%
Cc1cccc(NC(=O)COc2ccc(-c3nn(C)c(=O)c4ccccc34)cc2)c1	22%	0.9%	-4%	3%	-8%
COc1ccc(N2CCN(S(=O)(=O)CCNC(=O)C3CCCCC3)CC2)cc1	-7%	3.4%	-2%	0%	1%
CS(=O)(=O)c1ccc(NC(=O)CCN2C(=O)C3CC=CCC3C2=O)cc1 (configuration not stated)	-9%	0.8%	-1%	0%	-3%
COc1ccc(F)cc1S(=O)(=O)Nc1ccc(C)cc1	-4%	1.9%	-6%	-3%	3%
Oc1cccnc1CCc1ccccc1	-12%	0.7%	-11%	6%	-13%
COc1ccc(NC(=O)COC(C)=O)cc1OC	-12%	0.1%	6%	22%	-8%
Cc1cc(NC(=O)c2ccc(C#N)cc2)n(-c2ccccn2)n1	12%	7.8%	-5%	-2%	-6%
COc1ccc(CNS(=O)(=O)c2ccc3c(c2)CCN3C(=O)C2CC2)cc1	1%	i	-3%	-2%	9%
COc1ccccc1-c1nnc(NC(=O)c2ccc(S(=O)(=O)N(C)C)cc2)o1	4%	11%	16%	6%	26%
O=C1[C@H]2[C@@H](c3ccc(Cl)cc3)N3C(=O)N(c4cccc(Br)c4)C(=O)[C@@]3(Cc3ccc(Cl)cc3)[C@H]2C(=O)N1C1CCCCC1	21%	i	-6%	-3%	-3%
O=C(O)c1ccccc1SCC(=O)N1CCc2ccccc21	-13%	i	-6%	-1%	-2%
CCN(CC)CCNC(=O)c1ccc(NC(=O)c2ccc(F)cc2F)cc1	0%	i	12%	-1%	-1%
CCOC(=O)N1CCN(C(=O)CN2C(=O)CC(C)(C)S(=O)(=O)c3ccccc32)CC1	4%	i	-2%	11%	3%
O=C(NCc1ccccc1)C1CCCN(c2cnccn2)C1 (configuration not stated)	-9%	1.5%	-5%	-7%	-3%
CC(=O)NCCNC(=O)c1oc2ccccc2c1CSc1ncn[nH]1	-1%	0.8%	10%	-4%	4%
COCCn1nnnc1C(c1ccccc1OC)N1CCN(C(=O)c2ccco2)CC1 (configuration not stated)	-14%	i	-17%	4%	-4%
O=C(COC(=O)c1ccc([N+](=O)[O-])s1)Nc1ccccc1	?	i	-7%	4%	?
COc1ccc(-n2nc(C(=O)N3CCC(C#N)CC3)c3c4ccccc4n(C)c3c2=O)cc1	/	8.5%	1%	1%	3%
O=P(N1CCCCC1)(N1CCCCC1)C(Cl)(Cl)Cl	12%	1.6%	-2%	-12%	1%
CCC1CCC2(CC1)SCC(=O)N2c1ccccc1 (configuration not stated)	6%	i	/	0%	4%
Cc1ccc(C(=O)C[n+]2ccc(-c3nnc4n3CCC4)cc2)cc1	-8%	i	30%	-6%	0%
CC(C)n1c(SCC(=O)N2CCN(C(=O)c3ccco3)CC2)nc2c1c(=O)n(C)c(=O)n2C	1%	0.2%	-8%	-1%	1%
c1ccc(-c2csc3ncnc(N4CCc5ccccc5C4)c23)cc1	37%	7.3%	-6%	-6%	6%
CC(=O)Nc1cc(C(=O)OCC(=O)c2ccc(C)cc2)ccc1C	16%	i	3%	-5%	3%
CCOC(=O)c1ccc(NC(=O)C2CCN(S(=O)(=O)CC)CC2)cc1	-10%	1.8%	2%	14%	-16%
CCC(C)[C@H](NC(=O)N1CCN(C)CC1)C(=O)OC (some centres not stated)	-5%	0.2%	-4%	-5%	-9%
COC(=O)C1(S(=O)(=O)C2(C(=O)OC)CCCC2)CCCC1	/	1.2%	8%	-9%	/
CC(CCc1ccco1)NC(=O)CCc1nnc2ccc(NCc3ccccc3)nn12 (configuration not stated)	29%	1.7%	5%	7%	3%
COCCCNC(=S)N1CCN(S(=O)(=O)c2ccc(OC)cc2)CC1	-17%	0.7%	-20%	7%	-15%
O=C(c1ccc2snnc2c1)N1CCSCC1	-3%	0.6%	-1%	1%	-3%
CC[C@@H](C)C(NC(=O)OC(C)(C)C)c1cn([C@@H](Cc2cc3ccccc3[nH]2)C(=O)N2CCN(C(=O)OC(C)(C)C)CC2)nn1 (some centres not stated)	35%	3.4%	6%	-3%	2%
CCCC(=O)Nc1cccc(C(=O)Nc2ccccc2OCC)c1	-13%	/	/	13%	4%
Cc1ccccc1CN(C)C(=O)COC(=O)CSc1ccc([N+](=O)[O-])cc1	?	i	0%	3%	?
Cc1cc(NC(=O)CN2CCC(n3nnc4cc(C(F)(F)F)ccc43)CC2)no1	20%	4.6%	2%	8%	0%
Cc1nc2sc(C(=O)O)c(N)c2c2c1COC(C)(C)C2	2%	6.2%	-6%	-11%	-7%
COC(=O)C1=CN(c2ccc(F)cc2)C=C(C(=O)OC)C1c1cccc([N+](=O)[O-])c1	-5%	6.4%	11%	-11%	-1%
Cc1ccc(-c2nnc(N3CCN(C(=O)CN4C(=O)c5ccccc5C4=O)CC3)c3ccccc23)cc1	10%	i	1%	-6%	-1%
O=C(O)C1CCN(c2nc(-c3ccccc3)c3cc(Br)ccc3n2)CC1	0%	0.8%	-8%	-17%	2%
COc1cc2[nH]c(Cl)c([N+](=O)[O-])c2cc1OC	i	11%	12%	5%	100µM*
O=S(=O)(NCC(c1cccs1)N1CCc2ccccc2C1)c1ccccc1 (configuration not stated)	-3%	4.0%	-11%	4%	5%
Cc1ccc(C)c(NC(=S)NNC(=O)c2sccc2C)c1	2%	3.1%	-4%	5%	3%	inhibitors of VEEV 10K pilot screen=1.9
COC(=O)/C=C1\SC(N)=NC1=O	-8%	8.8%	-4%	13%	-4%
O=C(O)CCC(=O)NNC(=O)CCCOc1ccc(Cl)cc1Cl	-3%	1.7%	-7%	12%	2%
O=C(Nc1ccc(Cl)cc1)NC1(C(=O)NCCCN2CCOCC2)CCCCC1	-7%	1.6%	0%	-2%	0%
S=C(c1ccc(-c2ccccc2)o1)N1CCCCC1	79%	1.8%	20%	4%	14%
Cc1ccc(Cn2c(=O)c3c(ncn3C)n(C)c2=O)cc1	3%	0.9%	2%	8%	0%
CC(C(=O)O)n1cnc2sc3c(c2c1=O)CCCC3 (configuration not stated)	-9%	i	0%	1%	2%
CCOC(=O)C1=C(C)Nc2nc(C)nn2C1c1ccc(OCC)c(OC)c1 (configuration not stated)	2%	0.4%	0%	-3%	-5%
O=C(c1cc(COc2c(F)cccc2F)on1)N1CCC(c2ccccc2Cl)C1 (configuration not stated)	51%	i	5%	-6%	1%
CCCOc1ccc(/C=N/Nc2ccccn2)cc1OC	17%	3.9%	-1%	10%	8%
COc1ccc(Cl)cc1S(=O)(=O)N1CCC(C(=O)NCC2CCCO2)CC1 (configuration not stated)	-15%	3.3%	-6%	-5%	-8%

The last three compounds of the section before come first, to join the parts:
SMILES	tuberculosis growth	inhibitors of VEEV	H1N1 NS1A inhibition	Salmonella PhoP GFP	H37Rv inhibition	others
O=C(c1cc(COc2c(F)cccc2F)on1)N1CCC(c2ccccc2Cl)C1 (configuration not stated)	51%	i	5%	-6%	1%
CCCOc1ccc(/C=N/Nc2ccccn2)cc1OC	17%	3.9%	-1%	10%	8%
COc1ccc(Cl)cc1S(=O)(=O)N1CCC(C(=O)NCC2CCCO2)CC1 (configuration not stated)	-15%	3.3%	-6%	-5%	-8%
Cc1cc(N2C(=O)C3CCCN3C2c2ccccc2)no1 (configuration not stated)	-10%	2.5%	1%	-4%	-7%
COCCC(=O)Nc1ccc2c(c1)CN(C(=O)c1ccc(CSC)o1)CC2	-16%	1.1%	19%	1%	3%
Cc1ccc(C(=O)NC(=O)CSc2nnc(C)s2)cc1	1%	1.7%	-7%	-14%	-1%
CC1=C2C3OC(=O)C(C)C3CC[C@@]2(C)C=CC1=O (some centres not stated)	18%	0.7%	-7%	-7%	4%
Cc1ccc(NC(=O)c2cc(=O)n(Cc3ccccc3)c(=O)[nH]2)cc1C	0%	0.5%	-6%	2%	-1%

Compound activity deposited in PubChem BioAssay by Southern Research Specialized Biocontainment Screening Center.
